MOR-DOR inv ag = inverse agonists of MOR-DOR heterodimerization, primary screen, cell-based, luminescence | cell-based MOR-DOR heterodimer luminescence, inverse agonism | inhibition, % at 9.3 µM | 0.21% of 340,000 active | Mu-type opioid receptor (Homo sapiens) + Delta-type opioid receptor (Homo sapiens), …; in the data active means inhibition above about 22%, passing the limit was not always enough;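 further: 0% = cells with DMSO and 100% = wells without cells with DMSO; values of inactives mirror those of a sister screen read the other way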
SUMO Mot1 rescue = yeast Mot1-301 growth rescue at high temperature, primary screen, SUMOylation pathway inhibitor project, S. cerevisiae, ATP luminescence, 38.5C | S. cerevisiae Mot1-301 growth rescue; percent above DMSO median, 100 means doubled | growth rescue, % at 18.8 µM | 1% of 320,000 active;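 active means every valid replicate shows activation above 250% relative to neutral control wells; inactive means the rest, any valid replicate at or below 250%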;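 further: OY570 slx delta 5 strain wells were the positive control but not used for scaling; some compounds called inactive have numbers as strong as hits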
HTR5A ag ctr = HTR5A agonists in luminescence cell assay, primary screen, counter-screen for OPRM1-OPRD1 heterodimer agonist project, full-deck HTS | 5-hydroxytryptamine receptor 5A (Homo sapiens), P47898 | cell-based | activation, % at 9.3 µM | 0.61% of 340,000 active; in the data active means activation mostly above about 9.5%, no sharp cut-off; inactive means mostly below about 7.6%;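 further: 0% = cells with vehicle only and 100% = reference agonist; strong numbers were not always called active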
HTR5A inv ag = HTR5A inverse agonists in luminescence cell assay, primary screen, counter-screen for OPRM1-OPRD1 heterodimer inverse agonist project, full-deck HTS; HTR5A cell line, inverse agonism; 0.083% of 340,000 active; inhibition, % at 9.3 µM; in the data active means inhibition mostly above about 23%, no sharp cut-off; inactive means mostly below about 18%;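 further: 0% = cells with DMSO and 100% = no-cell wells with DMSO; some compounds called inactive have numbers as strong as hits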
AddAB inh = growth inhibition of E. coli expressing H. pylori AddAB, primary screen, AddAB inhibitor project, absorbance | inhibition, % at 11.9 µM | 0.29% of 330,000 active | AID 435030, 2010; in the data active means inhibition above about 12%;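 further: 0% = vehicle wells of infected cells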
PKA-R1A activ = activators of PKA-R1A holoenzyme, primary screen, biochemical, fluorescence polarization, Cy5-IP20, bovine R1A, mouse PKAc; cAMP-dependent protein kinase type I-alpha regulatory subunit (Bos taurus) + …; PKA-R1A dissociation; scaled: DMSO 0%, 113 µM cGMP 100%; activation, % at 11.4 µM; 0.083% of 340,000 active; AID 504707, 2011;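 active means percent activation above the mean of all tested compounds plus 3 SD, cut at about 19% in these data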;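 further: higher means more PKAc released from R1A so a rise in polarization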
OPRM1-OPRD1 ag = agonists of OPRM1-OPRD1 heterodimerization, primary screen, cell-based, luminescence; Mu-type opioid receptor (Homo sapiens) + Delta-type opioid receptor (Homo sapiens), …; cells; activation, % at 9.3 µM; 0.3% of 340,000 active; AID 504326, 2011; in the data active means activation above about 18%;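 further: 0% = vehicle-treated cells and 100% = reference agonist; values of inactives mirror those of a sister screen read the other way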
phage Ecoli inh = growth loss of phage-infected E. coli, primary screen, RecBCD inhibitor project, absorbance, with phage, HTS. 0.26% of 360,000 active. AID 651602, 2012. inhibition, % at 11.9 µM; in the data active means inhibition above about 11%
E coli growth = E. coli V3065 growth inhibition, primary screen, counter-screen for AddAB inhibitor project, absorbance, OD600 | 0.27% of 330,000 active | 18 h | inhibition, % at 11.9 µM | AID 449728, 2010;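 active means inhibition above the campaign's mean inhibition across all tested compounds plus 3 SD, cut at about 9.9% in these data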;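 further: uninfected addAB+ strain grown without phage in ampicillin broth; 0% = DMSO wells and 100% = ciprofloxacin 0.95 µg/ml wells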
PfHsp90 set2 = growth inhibition of PfHsp90-expressing yeast, primary screen, antimalarial PfHsp90 inhibitor project, S. cerevisiae, BacTiter-Glo luminescence, single point, set 2. BacTiter-Glo ATP, 48 h; yeast lacking PDR1 and PDR3 efflux regulators. inhibition, % at 9.4 µM. 0.32% of 310,000 active. AID 504621, 2011;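 active means every replicate shows inhibition above about 80%, whatever the replicate mean, limit read from the data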;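 further: 0% = DMSO neutral controls and 100% = 20 µM radicicol positive controls; yeast relying on Plasmodium falciparum Hsp90 in place of its own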
DSG3 Ab inh = inhibitors of pemphigus antibody binding to DSG3, primary screen, biochemical, bead-based, flow cytometry, scFv-GFP. Desmoglein-3 (Homo sapiens), P32926. DSG3-coupled beads, scFv-anti-DSG3-GFP binding; hits give low values. binding (percent of control), % at 10 µM. 0.48% of 310,000 active. AID 588358, 2011;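 active means binding more than 3 SD below its plate's average and above zero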;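 further: hits lower antibody fragment binding to DSG3; some compounds called inactive have numbers as strong as hits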
Target sequence (P32926 whole entry, looked up, the tested form may be a part): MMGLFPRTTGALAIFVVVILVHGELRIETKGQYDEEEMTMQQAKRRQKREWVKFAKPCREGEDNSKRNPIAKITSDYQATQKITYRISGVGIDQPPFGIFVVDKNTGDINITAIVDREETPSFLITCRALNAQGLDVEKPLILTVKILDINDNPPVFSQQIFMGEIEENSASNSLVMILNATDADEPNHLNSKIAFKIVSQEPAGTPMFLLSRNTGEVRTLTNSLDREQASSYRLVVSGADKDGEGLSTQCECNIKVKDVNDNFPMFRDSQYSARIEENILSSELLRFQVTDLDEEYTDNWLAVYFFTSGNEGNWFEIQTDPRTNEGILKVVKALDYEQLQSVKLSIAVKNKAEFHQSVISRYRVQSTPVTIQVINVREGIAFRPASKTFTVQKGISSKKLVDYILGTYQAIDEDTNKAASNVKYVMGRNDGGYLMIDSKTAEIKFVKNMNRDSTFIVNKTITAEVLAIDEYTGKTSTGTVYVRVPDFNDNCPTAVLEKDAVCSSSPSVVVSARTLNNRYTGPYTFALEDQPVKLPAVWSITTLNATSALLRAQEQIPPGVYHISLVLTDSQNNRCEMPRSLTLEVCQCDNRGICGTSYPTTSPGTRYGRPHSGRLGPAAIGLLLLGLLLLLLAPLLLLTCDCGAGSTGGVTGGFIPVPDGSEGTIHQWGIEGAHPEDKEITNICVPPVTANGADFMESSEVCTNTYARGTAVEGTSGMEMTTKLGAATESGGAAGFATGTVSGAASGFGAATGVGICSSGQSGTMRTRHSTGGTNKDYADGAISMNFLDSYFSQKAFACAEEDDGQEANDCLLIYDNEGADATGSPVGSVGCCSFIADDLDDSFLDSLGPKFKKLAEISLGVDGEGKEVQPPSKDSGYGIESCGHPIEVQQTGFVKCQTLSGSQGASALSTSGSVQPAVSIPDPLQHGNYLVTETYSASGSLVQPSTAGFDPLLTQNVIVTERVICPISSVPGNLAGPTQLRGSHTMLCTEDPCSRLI
Active calls of the source: *. Compounds as they come, and some 3.2% of all compounds hit somewhere here.

What do the screens show for `CCN(CC(=O)NCc1cccs1)c1nnnn1-c1ccccc1`?
MOR-DOR inv ag: 13; SUMO Mot1 rescue: 8; HTR5A ag ctr: -1; HTR5A inv ag: -23; AddAB inh: 0.0; PKA-R1A activ: -6; OPRM1-OPRD1 ag: -2.0; phage Ecoli inh: 0.8; E coli growth: 1.5; PfHsp90 set2: 61

How did CCOC(=O)[C@@H]1[C@H]2COc3cc(OC)ccc3[C@H]2N2C(=O)N(c3ccc(C)cc3)C(=O)[C@]12C do in these assays?
MOR-DOR inv ag: 11; SUMO Mot1 rescue: -3; HTR5A ag ctr: -3; HTR5A inv ag: -14; AddAB inh: 0.7; PKA-R1A activ: -6; OPRM1-OPRD1 ag: -2.0; phage Ecoli inh: 3.1; E coli growth: 1.2; PfHsp90 set2: 17; DSG3 Ab inh: 101

What do the screens show for `CCOC(=O)C(NCc1ccccc1OC)(NC(C)=O)C(F)(F)F` (configuration not stated)?
MOR-DOR inv ag: 9; SUMO Mot1 rescue: 8; HTR5A ag ctr: -3; HTR5A inv ag: -1; AddAB inh: 2.5; PKA-R1A activ: 0; OPRM1-OPRD1 ag: -1.5; phage Ecoli inh: -0.6; E coli growth: -0.6; PfHsp90 set2: 15

How did COc1ccc(S(=O)(=O)NCC2CCCN(C(=O)c3cccnc3C)C2)cc1 (configuration not stated) do in these assays?
MOR-DOR inv ag: 8; SUMO Mot1 rescue: 126; HTR5A ag ctr: 1; HTR5A inv ag: -3; AddAB inh: 1.3; PKA-R1A activ: 0; OPRM1-OPRD1 ag: -1.6; phage Ecoli inh: 2.3; E coli growth: -0.7; PfHsp90 set2: 6; DSG3 Ab inh: 100

How did COc1ccc(S(=O)(=O)Nc2ccc3c(c2)C(=O)N([C@H](C)CO)C[C@H](C)[C@@H](CN(C)S(=O)(=O)c2c(C)noc2C)O3)cc1 do in these assays?
MOR-DOR inv ag: -6; SUMO Mot1 rescue: 3; HTR5A ag ctr: 0; HTR5A inv ag: 1; AddAB inh: 0.1; PKA-R1A activ: -13; OPRM1-OPRD1 ag: 0.9; phage Ecoli inh: 4.1; E coli growth: 1.5; PfHsp90 set2: 8; DSG3 Ab inh: 102

How did CN(C(=O)COC(=O)c1ccc(Cl)c(N)c1)c1ccccc1 do in these assays?
SUMO Mot1 rescue: 63; AddAB inh: 4.4; phage Ecoli inh: 4.1; E coli growth: 1.3; PfHsp90 set2: -15; DSG3 Ab inh: 100

Results for CC(Oc1ccc(Cl)cc1)c1ccnc(N)n1 (configuration not stated) ?
MOR-DOR inv ag: 6; SUMO Mot1 rescue: -19; HTR5A ag ctr: 4; HTR5A inv ag: -10; AddAB inh: 3.4; PKA-R1A activ: -9; OPRM1-OPRD1 ag: -1.1; phage Ecoli inh: 2.1; E coli growth: 0.0; PfHsp90 set2: -27; DSG3 Ab inh: 102

What do the screens show for `Cc1cc(C)n2ncc(C(=O)Nc3ccc4c(c3)OCO4)c2n1`?
MOR-DOR inv ag: 15; SUMO Mot1 rescue: -1; HTR5A ag ctr: -6; HTR5A inv ag: -14; AddAB inh: 2.6; PKA-R1A activ: 2; OPRM1-OPRD1 ag: -3.4; phage Ecoli inh: 0.6; E coli growth: 2.4; PfHsp90 set2: 36; DSG3 Ab inh: 100

How did CCOc1cccc(CN2CCCC(CNC(=O)c3cccc(OC)c3OC)C2)c1 (configuration not stated) do in these assays?
MOR-DOR inv ag: 18; SUMO Mot1 rescue: -12; HTR5A ag ctr: -6; HTR5A inv ag: 24; AddAB inh: -0.1; PKA-R1A activ: -7; OPRM1-OPRD1 ag: -3.8; phage Ecoli inh: -2.2; E coli growth: -1.5; PfHsp90 set2: -2; DSG3 Ab inh: 104

What do the screens show for `Cn1c(C(=O)NCCCN2CCOCC2)cc2c(=O)n(C)c3ccccc3c21`?
MOR-DOR inv ag: 3; SUMO Mot1 rescue: -7; HTR5A ag ctr: 3; HTR5A inv ag: -7; AddAB inh: 5.2; PKA-R1A activ: 1; OPRM1-OPRD1 ag: -0.5; phage Ecoli inh: 3.5; E coli growth: 2.9; PfHsp90 set2: 6; DSG3 Ab inh: 83*

How did O=C(N/N=C/c1ccccc1)c1ccc(CN2C(=O)c3cccc4cccc2c34)cc1 do in these assays?
MOR-DOR inv ag: 8; SUMO Mot1 rescue: 2; HTR5A ag ctr: -2; HTR5A inv ag: -5; AddAB inh: 4.2; PKA-R1A activ: -12; OPRM1-OPRD1 ag: -1.8; phage Ecoli inh: 1.2; E coli growth: -0.3; PfHsp90 set2: -7

Results for CC(C)CCn1cnc2c(cnn2-c2ccc(F)cc2)c1=O ?
MOR-DOR inv ag: 4; SUMO Mot1 rescue: -16; HTR5A ag ctr: -6; HTR5A inv ag: 6; AddAB inh: 2.8; PKA-R1A activ: 1; OPRM1-OPRD1 ag: -0.6; phage Ecoli inh: 7.2; E coli growth: 1.0; PfHsp90 set2: -14; DSG3 Ab inh: 104

Results for CC(=O)c1sc(N2CCOCC2)nc1-c1ccccc1 ?
MOR-DOR inv ag: -7; SUMO Mot1 rescue: -10; HTR5A ag ctr: 0; HTR5A inv ag: 14; AddAB inh: -0.9; PKA-R1A activ: -1; OPRM1-OPRD1 ag: 1.5; phage Ecoli inh: 0.1; E coli growth: -1.8; PfHsp90 set2: -1

Results for COc1ccc(N=C2SC(CC(=O)Nc3ccccc3OC)C(=O)N2Cc2ccco2)cc1 (configuration not stated) ?
MOR-DOR inv ag: -1; SUMO Mot1 rescue: -17; HTR5A ag ctr: 3; HTR5A inv ag: 5; AddAB inh: 3.8; PKA-R1A activ: 4; OPRM1-OPRD1 ag: 0.1; phage Ecoli inh: 3.5; E coli growth: -3.9; PfHsp90 set2: 18; DSG3 Ab inh: 108

Results for COc1ccc(NC(=O)N(C)C[C@H]2Oc3ccc(NC(=O)Cc4ccccc4)cc3C(=O)N([C@H](C)CO)C[C@@H]2C)cc1 ?
MOR-DOR inv ag: 6; HTR5A ag ctr: 5; HTR5A inv ag: -15; AddAB inh: 1.8; PKA-R1A activ: 1; OPRM1-OPRD1 ag: -1.1; phage Ecoli inh: 1.2; E coli growth: -1.0; PfHsp90 set2: -15; DSG3 Ab inh: 98

Results for CCc1ccc(OCC(O)CN2CCN(c3ccccn3)CC2)cc1 (configuration not stated) ?
MOR-DOR inv ag: 1; SUMO Mot1 rescue: 6; HTR5A ag ctr: 0; HTR5A inv ag: 0; AddAB inh: 5.0; PKA-R1A activ: 4; OPRM1-OPRD1 ag: -0.2; phage Ecoli inh: 4.5; E coli growth: 1.6; PfHsp90 set2: 6; DSG3 Ab inh: 96

How did COc1ccc(-n2nc3c(c2NC(=O)c2ccc4c(c2)OCO4)CS(=O)(=O)C3)cc1 do in these assays?
MOR-DOR inv ag: 10; SUMO Mot1 rescue: 5; HTR5A ag ctr: -4; HTR5A inv ag: 15; AddAB inh: 1.8; PKA-R1A activ: -8; OPRM1-OPRD1 ag: -1.9; phage Ecoli inh: 1.6; E coli growth: -1.2; PfHsp90 set2: 4; DSG3 Ab inh: 107

Results for CN1C(=O)N(C)C2(c3ccccc3)Nn3c(s/c(=C/c4ccco4)c3=O)=NC12c1ccccc1 (configuration not stated) ?
MOR-DOR inv ag: -6; SUMO Mot1 rescue: -14; HTR5A ag ctr: -2; HTR5A inv ag: 13; AddAB inh: 0.2; PKA-R1A activ: 2; OPRM1-OPRD1 ag: 1.2; phage Ecoli inh: 4.7; E coli growth: -0.8; PfHsp90 set2: 39; DSG3 Ab inh: 102

Results for COc1ccc(NC(=O)c2cc3c(s2)CCC(C)C3)cc1S(=O)(=O)N1CCOCC1 (configuration not stated) ?
MOR-DOR inv ag: -4; SUMO Mot1 rescue: 7; HTR5A ag ctr: 2; HTR5A inv ag: -7; AddAB inh: 1.7; PKA-R1A activ: -14; OPRM1-OPRD1 ag: 0.6; phage Ecoli inh: 2.2; E coli growth: -3.0; PfHsp90 set2: -8; DSG3 Ab inh: 100

Results for CCCOC(=O)Nc1ccc(S(=O)(=O)Nc2ncccn2)cc1 ?
MOR-DOR inv ag: 22; SUMO Mot1 rescue: -17; HTR5A ag ctr: 5; HTR5A inv ag: 10; AddAB inh: -0.6; PKA-R1A activ: 7; OPRM1-OPRD1 ag: -4.2; phage Ecoli inh: 0.9; E coli growth: 3.5; PfHsp90 set2: 10; DSG3 Ab inh: 87

What do the screens show for `COc1ccc2cc(C(=O)N3CCN(c4ccccc4F)CC3)[nH]c2c1`?
MOR-DOR inv ag: -7; SUMO Mot1 rescue: 17; HTR5A ag ctr: 0; HTR5A inv ag: 0; PKA-R1A activ: -4; OPRM1-OPRD1 ag: 1.6; phage Ecoli inh: 5.2; PfHsp90 set2: -27; DSG3 Ab inh: 110

How did O=C(NCCc1cnccn1)C1CCC(=O)N(Cc2ccc(Cl)cc2)C1 (configuration not stated) do in these assays?
MOR-DOR inv ag: 8; SUMO Mot1 rescue: 523*; HTR5A ag ctr: 3; HTR5A inv ag: -28; AddAB inh: 0.3; PKA-R1A activ: 9; OPRM1-OPRD1 ag: -1.1; phage Ecoli inh: 0.6; E coli growth: 0.9; PfHsp90 set2: -15; DSG3 Ab inh: 105

What do the screens show for `O=c1c2nncn2c2cccnc2n1CCNc1ncc(C(F)(F)F)cc1Cl`?
MOR-DOR inv ag: 16; SUMO Mot1 rescue: 3; HTR5A ag ctr: 5; HTR5A inv ag: -12; AddAB inh: 1.8; PKA-R1A activ: -8; OPRM1-OPRD1 ag: -3.0; phage Ecoli inh: 1.7; E coli growth: -4.0; PfHsp90 set2: -4; DSG3 Ab inh: 98

What do the screens show for `CCSc1nnc(NC(=O)c2cccnc2)s1`?
MOR-DOR inv ag: 1; SUMO Mot1 rescue: -7; HTR5A ag ctr: 1; HTR5A inv ag: 13; AddAB inh: -0.5; PKA-R1A activ: 0; OPRM1-OPRD1 ag: -0.2; phage Ecoli inh: 2.1; E coli growth: -1.3; PfHsp90 set2: 2

What do the screens show for `CC(C)(C)NC(=S)N1CCC(C(=O)c2ccc(F)cc2)CC1`?
MOR-DOR inv ag: 3; SUMO Mot1 rescue: 9; HTR5A ag ctr: -1; HTR5A inv ag: 2; AddAB inh: -0.7; PKA-R1A activ: -6; OPRM1-OPRD1 ag: -0.7; phage Ecoli inh: 1.9; E coli growth: 0.6; PfHsp90 set2: 14; DSG3 Ab inh: 109

Screening results (PubChem BioAssay)
